Hck-Nef inh: inhibitors of Nef-activated human Hck kinase, primary screen, biochemical, Z-Lyte FRET, 384-well, Hck-YEEI. 220,000 compounds, 0.68% hits. inhibition, % at 20 µM. Recombinant Hck-YEEI plus Nef, Z-Lyte FRET kinase assay. Tyrosine-protein kinase HCK (Homo sapiens), P08631. AID 463187, 2010;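 active = Hck-Nef kinase inhibition above about 50%, limit read from the data; inactive = inhibition below that limit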;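 note: 0% = DMSO with Hck plus Nef and 100% = Hck alone without Nef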
FXIa inh 1536: human FXIa protease inhibitors, primary screen, biochemical, 1536-well; Coagulation factor XI (Homo sapiens), P03951; purified FXIa, Boc-Glu-Ala-Arg-AMC fluorogenic substrate; inhibition, % at 5 µM; 220,000 compounds, 0.14% hits;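 active = inhibition of at least 40%; inactive = inhibition below 40%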;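 note: fluorescence of freed AMC excited at 355 nm; 0% = enzyme without compound and 100% = no enzyme blank; many of its hits are not listed in these tables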
Runt-SMMHC FRET: inhibitors of RUNX1 Runt–CBFb-SMMHC binding, primary screen, biochemical, FRET, Cerulean-Runt, Venus-CBFb-SMMHC, uHTS. Cerulean-Runt/Venus-CBFb-SMMHC FRET ratio 530/480, 1 h. inhibition, % at 20 µM. 220,000 compounds, 0.74% hits. AID 1434, 2008;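 active = mean inhibition across duplicate retests at 20 µM reaching about 50%, limit read from the data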;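 note: 0% = DMSO wells and 100% = wells with excess untagged CBFb-SMMHC; inhibitors lower the FRET ratio by blocking Runt binding to CBFb-SMMHC; some results filed as inactive read as strong as hits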
14-3-3 Bad inh: inhibitors of 14-3-3 zeta/Bad binding, primary screen, biochemical, TR-FRET, bovine 14-3-3 zeta; 220,000 compounds, 0.71% hits; inhibition, % at 21.7 µM; 14-3-3 protein zeta/delta (Bos taurus), P63103; AID 781, 2007; TR-FRET 14-3-3zeta/Dy647-pBad peptide displacement, 1 h;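 active = inhibition above about 70%, limit read from the data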;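 note: 0% = full 14-3-3 plus peptide FRET controls and 100% = background without 14-3-3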
thrombin 1536: human alpha-thrombin inhibitors, primary screen, counter-screen for coagulation protease inhibitor project, biochemical, 1536-well, fluorogenic AMC substrate; 220,000 compounds, 0.26% hits; Boc-VPR-AMC fluorogenic substrate cleavage; Prothrombin (Homo sapiens), P00734; inhibition, % at 5 µM;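 active = inhibition at or above 40%; inactive = inhibition below 40%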;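 note: 0% = enzyme with no compound and 100% = wells without enzyme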
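System – human alpha-thrombin protein · Reagent – Boc-VPR-AMC substrate, 15 µM final · Compound – 5 µM single dose in 0.2% DMSO · Schedule – reaction at room temperature · Technique – AMC fluorescence at 355 nm excitation and 460 nm emission · Read-out basis – % inhibition relative to enzyme controls and enzyme-free blanks · Control set – no-compound enzyme wells and no-enzyme blanks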
KLK5 inh: human KLK5 protease inhibitors, primary screen, biochemical, 1536-well | Kallikrein-5 (Homo sapiens), Q9Y337 | inhibition, % at 5 µM | recombinant hK5, fluorogenic AMC substrate cleavage | 210,000 compounds, 0.59% hits;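 active = inhibition of 40% or more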;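 note: 0% = enzyme controls without compound and 100% = no-enzyme blanks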
Target sequence (Q9Y337 67-293 limits assumed): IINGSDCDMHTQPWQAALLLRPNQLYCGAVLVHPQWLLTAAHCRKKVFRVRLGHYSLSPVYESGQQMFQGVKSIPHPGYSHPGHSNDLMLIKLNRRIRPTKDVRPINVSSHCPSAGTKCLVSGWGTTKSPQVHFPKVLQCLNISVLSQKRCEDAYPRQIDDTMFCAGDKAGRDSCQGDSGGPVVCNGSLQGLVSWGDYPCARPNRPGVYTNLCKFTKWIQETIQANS
Runt-CBFb FRET: inhibitors of RUNX1 Runt–CBFb binding, primary screen, biochemical, FRET, Cerulean-Runt, Venus-CBFb, uHTS | Runt-related transcription factor 1 (Homo sapiens) + Core-binding factor subunit beta … | Cerulean-Runt/Venus-CBFb FRET ratio 530/480, 1 h | inhibition, % at 20 µM | 220,000 compounds, 0.46% hits | AID 1496, 2009;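 active = inhibition over about 50% at 20 µM in the single-dose screen, limit read from the data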;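 note: 0% = DMSO wells and 100% = excess unlabeled CBFb competitor control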
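Buffer or medium: Tris pH 7.5 buffer with BSA. Assay system: Cerulean-labeled Runt domain protein. Amount: each fluorescent fusion protein 100 nM. Read-out basis: loss of energy transfer signal. Incubation: 1 h compound exposure, room temperature. Probe or stimulus: Venus-CBFb binding partner, 100 nM. Detection: FRET, excitation 422 nm, emission at 530 and 480 nm.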
Wee1 stabilizer: Wee1 degradation inhibitors, primary screen, cell-based, HeLa, Wee1K328M-luciferase, luminescence; HeLa Luc-Wee1K328M stability; 100% = proteasome inhibitor MG132 effect; reporter increase, % at 5 µM; 220,000 compounds, 1.2% hits;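 active = activation above the mean of all tested compounds plus 3 SD, set per screening run, cut at about 8.8% in these data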;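 note: cells exposed to compound for 20 h before luminescence read; 0% = DMSO alone and 100% = MG132 at 30 µM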
Target sequence (P30291 whole entry K328M): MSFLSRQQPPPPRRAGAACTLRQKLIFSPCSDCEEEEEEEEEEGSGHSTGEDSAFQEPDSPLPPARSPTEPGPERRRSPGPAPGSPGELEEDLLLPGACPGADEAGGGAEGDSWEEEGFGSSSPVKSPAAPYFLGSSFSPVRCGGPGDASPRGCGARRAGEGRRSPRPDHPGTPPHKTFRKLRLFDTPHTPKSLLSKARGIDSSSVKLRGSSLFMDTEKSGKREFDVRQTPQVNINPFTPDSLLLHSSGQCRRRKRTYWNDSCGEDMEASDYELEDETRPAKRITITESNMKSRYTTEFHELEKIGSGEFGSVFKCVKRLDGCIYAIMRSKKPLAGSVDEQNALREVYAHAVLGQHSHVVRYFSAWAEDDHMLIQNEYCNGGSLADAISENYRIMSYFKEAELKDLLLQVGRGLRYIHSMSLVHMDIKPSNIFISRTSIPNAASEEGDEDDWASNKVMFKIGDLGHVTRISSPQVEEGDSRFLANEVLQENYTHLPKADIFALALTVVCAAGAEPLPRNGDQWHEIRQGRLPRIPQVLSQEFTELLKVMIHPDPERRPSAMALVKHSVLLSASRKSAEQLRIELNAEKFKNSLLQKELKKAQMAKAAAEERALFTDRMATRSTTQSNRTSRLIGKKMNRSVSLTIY
FXIIa inh: human FXIIa protease inhibitors, primary screen, biochemical, 1536-well | Coagulation factor XII (Homo sapiens), P00748 | purified FXIIa, Boc-QGR-AMC fluorogenic substrate, 2 h | inhibition, % at 5 µM | 220,000 compounds, 0.3% hits | AID 800, 2007; in the data active = inhibition above about 40%;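 note: 0% = enzyme with no compound and 100% = blank without enzyme; many of its hits are not listed in these tables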
Active calls of the source: *; · = not tested or not shown; [ ] = another dose, or the depositor's remark. Not a hit list. Share with any hit: about 4.2%.

nr	SMILES	Hck-Nef inh	FXIa inh 1536	Runt-SMMHC FRET	14-3-3 Bad inh	thrombin 1536
1	CCCc1[nH]nc2c1C(c1ccc(O)cc1OCC)C(C#N)=C(N)O2 (stereo not drawn)	-3	1	2	9[fluorescence artefact?]	3
2	CCCS(=O)(=O)N1CCN(Cc2ccccc2OCC)CC1	1	-2	-1	29[fluorescence artefact?]	0
3	COCCNC(=S)NC1CC2CCCC(C1)N2Cc1ccco1 (stereo not drawn)	-1	-2	0	-7	5
4	O=C(CSc1nc2ccccc2c(=O)n1Cc1ccco1)N1CCCC1	21	-1	-3	-2	-7
5	Cc1ccc(N2CCOCC2)c2c1C(=O)c1ccccc1C2=O	0	7	0	-16	7
6	c1ccc2c(c1)nc(N1CCOCC1)c1nnnn12	-1	2	20	0	-1
7	CCCC1(CCC)NC(=O)N(CC(=O)Nc2ccccc2OC)C1=O	1	7	-3	24	1
8	O=C(NC1CCCC1)c1cc2c(ccc3ccccc32)o1	1	3	0	2[fluorescence artefact?]	-5
9	Nc1ccc2nc[nH]c2c1	33	-3	-2	17	-10
10	COc1cc2cc(CN(Cc3cccnc3)C(=O)Nc3ccccc3)c(=O)[nH]c2cc1OC	17	4	-1	-9	5
11	C=CCO/N=C/C1C(=O)CC(C)(C)CC1=O	-9	33	-3	-13	-6
12	Cn1c(=O)cc(SCC(=O)N2CCOCC2)c2ccc(Cl)cc21	0	11	3	4[fluorescence artefact?]	-4
13	CCCCn1c(C(C)NC(=O)c2cccs2)nc2ccccc21 (stereo not drawn)	-6	-5	-1	-8	0
14	CCN(Cc1cnn(C)c1)C(=O)CC1C(=O)NCCN1Cc1cccc(OC)c1OC (stereo not drawn)	-3	-1	1	-16	-2
15	CN(C)S(=O)(=O)Oc1ccc(C(=O)Nc2cccc(C(F)(F)F)c2)cc1	-8	-2	1	-5	-11

nr	KLK5 inh	Runt-CBFb FRET	Wee1 stabilizer	FXIIa inh
1	-4	-3	2	-2
2	-20	0	-3	-4
3	24	0	-3	22
4	7	0	2	8
5	6	-4	4	25
6	-21	12	1	10
7	7	-2	-2	16
8	-9	1	2	8
9	-7	4	0	-2
10	3	-1	-1	16
11	-16	-1	3	13
12	-18	-2	3	-9
13	4	-1	-3	0
14	·	2	0	9
15	-5	0	-1	0

(list continues)
nr	SMILES	Hck-Nef inh	FXIa inh 1536	Runt-SMMHC FRET	14-3-3 Bad inh	thrombin 1536
16	CCOc1ccc(NC(=O)CN2C(=O)C(C)SC(C)C2=O)cc1 (stereo not drawn)	-12	-3	-2	-8	-6
17	COc1cc(/C=C/C(=O)OCc2cn3cc(Cl)ccc3n2)ccc1O	7	1	9	-3	-2
18	COc1ccc(S(=O)(=O)NCC2CCCN(C(=O)c3occc3C)C2)cc1 (stereo not drawn)	16	-2	1	-9	5
19	Nc1cccc(C(=O)OCC(=O)c2ccccc2)c1	1	0	-3	5	-6
20	COc1ccc(-n2nnnc2/C=C\Nc2ccc(C)cc2)cc1	20	4	2	2	3
21	COc1ccc(C(CC(=O)N2CCCC(C)C2)c2c(O)cc(OC)cc2OC)cc1 (stereo not drawn)	13	-5	0	-1	-5
22	CS(=O)(=O)N(CCc1ccccc1)CC(=O)N1CCCC1	1	5	-9	4	4
23	COc1cccc(NC(=O)c2nnn(CCc3ccccc3)c2N)c1	0	1	2	1	-3
24	O=C(NCCSc1ccccc1)c1ccccc1Cl	1	-2	1	2	-10
25	CCCCCCCCC(=O)N/N=C/c1ccccn1	0	-1	1	11	-3
26	CCOC(=O)N1CCC(NC(=O)C2CCN(c3nc(-c4ccc(OC)cc4)no3)CC2)CC1	1	2	-2	-4	-7
27	N=C1C(c2nc3ccccc3s2)=C(O)CN1Cc1ccco1	-21	-5	0	1	-6
28	N#Cc1ccc(N2C(=O)[C@@H]3C(C(=O)c4cnccn4)=NN[C@@H]3C2=O)cc1	-6	10	-8	-4	4
29	Cc1ccc(/C=N/NC(=O)C(C)Oc2ccccc2[N+](=O)[O-])s1 (stereo not drawn)	2	-2	-2	-3	-3
30	c1ccn2c(CNc3ncnc4sccc34)nnc2c1	-13	-11	1	-14[fluorescence artefact?]	-7

nr	KLK5 inh	Runt-CBFb FRET	Wee1 stabilizer	FXIIa inh
16	-3	0	0	·
17	3	4	-1	8
18	-3	-2	2	3
19	-11	-2	-2	3
20	5	-2	-2	9
21	-4	2	·	-1
22	6	1	1	7
23	-8	2	2	9
24	-25	-2	8	2
25	0	-8	0	21
26	-1	-3	0	9
27	-8	4	2	11
28	2	0	-3	21
29	-14	-4	-3	4
30	-1	1	6	1

2 entries from above, screen by screen.
16. CCOc1ccc(NC(=O)CN2C(=O)C(C)SC(C)C2=O)cc1 (stereo not drawn)
17. COc1cc(/C=C/C(=O)OCc2cn3cc(Cl)ccc3n2)ccc1O

Assay by compound | 16 | 17
Hck-Nef inh | -12 | 7
FXIa inh 1536 | -3 | 1
Runt-SMMHC FRET | -2 | 9
14-3-3 Bad inh | -8 | -3
thrombin 1536 | -6 | -2
KLK5 inh | -3 | 3
Runt-CBFb FRET | 0 | 4
Wee1 stabilizer | 0 | -1
FXIIa inh | · | 8

Continuation.
nr	SMILES	Hck-Nef inh	FXIa inh 1536	Runt-SMMHC FRET	14-3-3 Bad inh	thrombin 1536
31	O=C(NC1CCCCC1)c1cc([N+](=O)[O-])ccc1N1CCOCC1	1	-6	-2	1	-6
32	O=C(Nc1cc(=O)[nH]c2nc(-c3ccccc3)nn12)c1ccccc1Cl	26	-1	-3	-6	-4
33	O=C(COc1ccccc1C(=O)Nc1ccccc1)c1ccc(Br)cc1	-12	-8	6	11	0
34	Cn1/c(=N/N=C/c2ccccn2)sc2ccccc21	18	-3	-6	-3	-4
35	C(/C=C/c1ccccc1)=N/N1CCN(c2ccccc2)CC1	1	2	2	3	-1
36	CN1CCN(CCCCOc2ccccc2-c2ccccc2)CC1	16	-4	-6	59	-4
37	CS(=O)(=O)N(CC(=O)N1CCN(c2ccccc2)CC1)C1CCCCC1	0	-8	-1	-11	-5
38	CCCCn1c(SCC(=O)NCc2ccco2)nc2ccccc2c1=O	2	4	2	-15	-6
39	COC(=O)[C@H](C(C)C)n1c(C)c(C(C)=O)c(C(C)=O)c1C	0	6	14	10[fluorescence artefact?]	1
40	CC(=Nc1ccc(C)c(C)c1)C1=C(O)CSC1=O	-1	-2	3	-9	-11
41	Cc1ccccc1OCc1nnc(SCC(=O)NCc2ccco2)n1C	22	-4	1	-13	-13
42	N#Cc1cnc(SCCc2ccccc2)nc1N	3	-6	12	3	-4
43	Cc1cc(C(=O)CSc2n[nH]c(N)n2)c(C)n1-c1ccccc1	1	-7	1	-8[fluorescence artefact?]	-3
44	CC1=C(C(=O)O)N2C(=O)C(NC(=O)c3nn(C)c(C)c3Cl)C2SC1 (stereo not drawn)	11	-1	0	7	5
45	CNC(=S)Nn1cnc2ccccc21	23	1	1	-1	3

nr	KLK5 inh	Runt-CBFb FRET	Wee1 stabilizer	FXIIa inh
31	9	2	-2	-3
32	-2	0	-2	3
33	-28	1	4	-10
34	0	-1	3	7
35	-2	2	-1	19
36	-1	1	3	2
37	17	2	-1	-7
38	-22	2	1	-5
39	2	0	2	23
40	-15	8	2	10
41	-3	-1	0	5
42	11	7	28*	3
43	-7	7	3	6
44	-2	0	2	7
45	2	2	-1	15

Looked up above:
Result of Cc1ccccc1OCc1nnc(SCC(=O)NCc2ccco2)n1C in Wee1 stabilizer: 0
Result of O=C(COc1ccccc1C(=O)Nc1ccccc1)c1ccc(Br)cc1 in thrombin 1536: 0
Result of CC(=Nc1ccc(C)c(C)c1)C1=C(O)CSC1=O in Runt-CBFb FRET: 8
Result of Cn1/c(=N/N=C/c2ccccn2)sc2ccccc21 in Hck-Nef inh: 18
Result of N#Cc1cnc(SCCc2ccccc2)nc1N in Runt-SMMHC FRET: 12

Additional results.
nr	SMILES	Hck-Nef inh	FXIa inh 1536	Runt-SMMHC FRET	14-3-3 Bad inh	thrombin 1536
46	O=c1c2c(nc3cc(-c4ccc(Br)cc4)[nH]n13)CCCC2	12	-5	·	2	1
47	CSc1ccccc1NC(=O)Nc1ccc(Cl)cc1	0	6	4	16	1
48	O=C(/C=C/c1ccccc1)CC(O)(c1ccccc1)C(F)(F)F (stereo not drawn)	2	-3	-3	-7	1
49	COc1ccccc1-n1c(CNc2ccc(F)cc2)nnc1SCC(=O)Nc1cc(C)on1	9	3	-1	-6[fluorescence artefact?]	-1

nr	KLK5 inh	Runt-CBFb FRET	Wee1 stabilizer	FXIIa inh
46	-1	·	1	6
47	-8	0	0	5
48	2	1	-1	5
49	-9	0	7	6

Screens (PubChem)
